DT40 TDP1 no CPT – qHTS for Inhibitors of human tyrosyl-DNA phosphodiesterase 1 (TDP1): qHTS in cells in absence of CPT; DT40 Tdp1-/- hTDP1 cells, no CPT, ATP luminescence, 48 h; Potency, µM (series often up to 46.2 µM), for inactives: at the highest dose activity change, negative = growth inhibition, actives largely listed as inhibitors; 420,000 tested, 15% active; note: nearly all actives have a fitted effect of over 55% in size
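Luminescent ATP content (CellTiter-Glo) served as the growth readout. Knockout chicken DT40 cells expressing human TDP1 were exposed to compounds without camptothecin for a minimum 48 hr at 37 °C.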
N370S GC mod – inhibits or activates N370S mutant glucocerebrosidase; P04062; N370S GC spleen homogenate, 4MU-glucoside fluorescence; Potency, µM (top dose mostly 59.4 µM), for the others: at the highest dose activity change, negative = inhibition, hits mostly inhibitors; 330,000 tested, 0.092% active; AID 2101;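 note: 0% = full enzyme activity and -100% = no enzyme basal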
TDP1 block – TDP1 (human) enzyme inhibition; Q9NUW8; recombinant TDP1, AlphaScreen DNA substrate cleavage; Potency, µM (highest dose often 130 µM), without a hit: top-dose activity change, negative = inhibition, usual class: inhibitors; 350,000 tested, 0.28% active; AID 485290; note: nearly all actives have a fitted effect of over 40% in size
Target sequence (Q9NUW8 whole entry, looked up): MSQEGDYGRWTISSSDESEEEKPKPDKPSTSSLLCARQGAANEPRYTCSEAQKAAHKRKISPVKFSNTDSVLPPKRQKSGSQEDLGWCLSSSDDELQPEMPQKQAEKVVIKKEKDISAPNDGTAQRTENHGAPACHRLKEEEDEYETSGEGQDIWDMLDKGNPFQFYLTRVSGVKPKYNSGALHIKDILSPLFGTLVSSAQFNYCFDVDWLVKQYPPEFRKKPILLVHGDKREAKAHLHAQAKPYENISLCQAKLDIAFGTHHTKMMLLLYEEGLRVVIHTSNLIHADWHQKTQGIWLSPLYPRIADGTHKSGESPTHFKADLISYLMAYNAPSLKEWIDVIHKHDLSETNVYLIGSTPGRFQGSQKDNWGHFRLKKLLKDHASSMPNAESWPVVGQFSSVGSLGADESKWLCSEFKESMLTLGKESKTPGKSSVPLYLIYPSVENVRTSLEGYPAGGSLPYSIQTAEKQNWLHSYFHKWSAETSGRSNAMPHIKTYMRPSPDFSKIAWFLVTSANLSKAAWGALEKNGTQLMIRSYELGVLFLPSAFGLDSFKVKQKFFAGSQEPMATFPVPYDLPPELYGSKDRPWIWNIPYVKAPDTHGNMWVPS
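Tdp1 1 nM final; 15 min RT w/ cpd; substrate 15 nM, 5 min; beads 10 ug/ml, 10 min; AlphaScreen read. Neg ctrl: no enzyme.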
The depositor's hits bear a star; & = joins results of further samples; [ ] = remark or other dose. Calls come from the whole dose curve; as a rule, active = well fitted curve in the direction sought with a large enough effect; inconclusive = small, poorly fitted or top-dose-only effect, or another doubt; inactive = no such curve, though single readings can be large; an effect the other way counts as inactive or inconclusive. Unless noted, % is set by controls: 0 for no effect and ±100 for the full control effect; potency is the fitted concentration of half-maximal effect. An excerpt; count on the stated rates, not on these rows.

Screening COc1cccc(-c2cc(=O)c3cc(NC(=O)c4ccc(N(C)C)cc4)ccc3[nH]2)c1 returned DT40 TDP1 no CPT 1µM*, N370S GC mod -13%&3% and TDP1 block 1%&-3%.
`CCCSc1nnc(NC(=O)Nc2ccccc2)s1` gave DT40 TDP1 no CPT 16µM*, N370S GC mod 3% and TDP1 block 3%.
Screening CCc1c(C)[nH]n(-c2nc(-c3ccccc3)cs2)c1=O returned DT40 TDP1 no CPT -26%, N370S GC mod -8% and TDP1 block 6%.
CCOc1cc2[nH]c(=O)n(Cc3ccc(C(=O)NCCN(CC)CC)cc3)c(=O)c2cc1OCC was read as DT40 TDP1 no CPT inconclusive and TDP1 block 0%.
For COc1ccc(OC)c(C(=O)COC(=O)CNC(=O)c2ccccc2)c1 the results were DT40 TDP1 no CPT -18%, N370S GC mod 18% and TDP1 block -3%.
`NC(=O)C1CCCN(S(=O)(=O)c2ccccc2)C1` (stereo not drawn) gave DT40 TDP1 no CPT -16%, N370S GC mod 5% and TDP1 block 7%.
For O=C(Cc1ccc(Cl)cc1)Nc1ccc2nn(-c3ccc(Cl)cc3)nc2c1 the results were DT40 TDP1 no CPT -8% and TDP1 block 3%[2.28 µM].
COC(=O)CCCOc1ccc(Cl)cc1Cl was read as DT40 TDP1 no CPT 4%, N370S GC mod 7% and TDP1 block 4%[56.1 µM].
`Cc1noc(C)c1C(=O)Nc1cccc2ncccc12` gave DT40 TDP1 no CPT -21%, N370S GC mod -11% and TDP1 block 11%.
For CCOC(=O)C/C(C)=N\Nc1nc(-c2ccccc2)cs1 the results were DT40 TDP1 no CPT inconclusive, N370S GC mod -7% and TDP1 block 12%.

The closing three compounds of the part above are carried over, then new ones follow:
COC(=O)CCCOc1ccc(Cl)cc1Cl was read as DT40 TDP1 no CPT 4%, N370S GC mod 7% and TDP1 block 4%[56.1 µM].
`Cc1noc(C)c1C(=O)Nc1cccc2ncccc12` gave DT40 TDP1 no CPT -21%, N370S GC mod -11% and TDP1 block 11%.
For CCOC(=O)C/C(C)=N\Nc1nc(-c2ccccc2)cs1 the results were DT40 TDP1 no CPT inconclusive, N370S GC mod -7% and TDP1 block 12%.
Cc1cccc(Nc2c3c(nc4ccccc24)CCC3)c1 was read as DT40 TDP1 no CPT 18µM*, N370S GC mod -13% and TDP1 block 5%.
`CCC(C)(C)n1nnnc1C(c1cc2cc(OC)c(OC)cc2[nH]c1=O)N1CCc2ccccc21` (stereo not drawn) gave DT40 TDP1 no CPT inconclusive, N370S GC mod inconclusive and TDP1 block 2%.
For Cc1ccc(S(=O)(=O)NC(=O)c2ccc(F)cc2)c(C)c1 the results were DT40 TDP1 no CPT 11%, N370S GC mod 4% and TDP1 block 4%.
For CCN(Cc1ccccc1)S(=O)(=O)c1cc(C(=O)NC2CCCCCC2)ccc1OC the results were DT40 TDP1 no CPT inconclusive, N370S GC mod inconclusive and TDP1 block 5%.
Screening CCCCNC(=O)CCNS(=O)(=O)c1ccc(C)cc1 returned DT40 TDP1 no CPT -4%, N370S GC mod 1% and TDP1 block 2%.
Screening COc1ccc(C(=O)c2oc3ccccc3c2NC(=O)COc2ccccc2)cc1 returned DT40 TDP1 no CPT inconclusive and TDP1 block 0%[12.3 µM].
Screening CCOC(=O)c1cc2c(=O)n3ccccc3nc2n(Cc2ccco2)c1=NC(=O)c1ccc(C)c(C)c1 returned DT40 TDP1 no CPT inconclusive and TDP1 block 3%.
Screening CC(=O)Nc1ccc(NC(=O)c2ccccc2N(C)S(=O)(=O)c2ccccc2)cc1 returned DT40 TDP1 no CPT 1% and N370S GC mod -5%.
For CC(=O)NC(=S)NNC(=O)c1ccc(Br)cc1 the results were DT40 TDP1 no CPT 5.8µM*, N370S GC mod -4% and TDP1 block 2%.
For OCCC1CN(Cc2ccc(-n3cccn3)cc2)CCN1Cc1ccccc1 (stereo not drawn) the results were DT40 TDP1 no CPT inconclusive, N370S GC mod -5% and TDP1 block -2%.

Reprinted at random: 2 compounds from above
Screening CC(=O)Nc1ccc(NC(=O)c2ccccc2N(C)S(=O)(=O)c2ccccc2)cc1 returned DT40 TDP1 no CPT 1% and N370S GC mod -5%.
For CC(=O)NC(=S)NNC(=O)c1ccc(Br)cc1 the results were DT40 TDP1 no CPT 5.8µM*, N370S GC mod -4% and TDP1 block 2%.

More structures:
Screening CN(C)c1ccc(C(=O)Nc2ccc(O)c3c(=O)cc(-c4ccccc4Cl)oc23)cc1 returned DT40 TDP1 no CPT inconclusive, N370S GC mod 6%&3% and TDP1 block 17%.
Screening CCOC(=O)Cn1c(=O)c2c(nc3n2CCCN3CCc2ccccc2)n(C)c1=O returned DT40 TDP1 no CPT -27% and N370S GC mod -14%.
For COCC(C)n1c(SCc2ccc(OC)c(F)c2)nc2ccccc2c1=O (stereo not drawn) the results were DT40 TDP1 no CPT 4.1µM*, N370S GC mod 26% and TDP1 block -3%.
COC(=O)C1=C(N)Oc2cc(C)n(Cc3cccnc3)c(=O)c2C1c1ccc(OC)c(OC)c1OC (stereo not drawn) was read as DT40 TDP1 no CPT 14%, N370S GC mod 2% and TDP1 block 3%.
O=C(CCNC(=O)c1ccccc1)NCCCc1ccccc1 was read as DT40 TDP1 no CPT 4% and TDP1 block 1%.
`Cc1nc2c(-c3ccccc3)c(C)nn2c(C)c1CCC(=O)Nc1ccccc1F` gave DT40 TDP1 no CPT inconclusive and TDP1 block -1%.
For Cn1c(=O)c2sccc2n2c(CCCC(=O)NCc3ccccc3)nnc12 the results were DT40 TDP1 no CPT -20% and TDP1 block -4%.
`O=C(COC(=O)c1ccc[nH]c1=O)NCCc1ccc(Cl)cc1Cl` gave DT40 TDP1 no CPT 9%, N370S GC mod -3% and TDP1 block 6%.
For CC(=O)Oc1ccc2nonc2c1OC(C)=O the results were DT40 TDP1 no CPT 5.6µM* and TDP1 block -10%.
`COc1ccc(NC(=O)C(=O)NCCN2CCN(C(=O)c3ccc(C)cc3)CC2)cc1` gave DT40 TDP1 no CPT -27%, N370S GC mod -7% and TDP1 block 4%[0.0935 µM].
O=C(CN1CCN(c2ccccc2F)CC1)c1ccc(O)cc1O was read as DT40 TDP1 no CPT inconclusive, N370S GC mod -5% and TDP1 block 2%.
Screening CCn1cc(CN2CCC(n3nccc3NC(=O)c3ccccc3C)CC2)c(C)n1 returned DT40 TDP1 no CPT 0%, N370S GC mod -14% and TDP1 block 1%.
`CCc1ccc2oc(C(=O)N(Cc3ccc(N(C)C)cc3)Cc3ccco3)c(C)c2c1` gave DT40 TDP1 no CPT 16µM* and TDP1 block 15%.
Screening CCCc1nnc(NC(=O)C23CC4CC(CC(C4)C2)C3)s1 returned DT40 TDP1 no CPT 2% and N370S GC mod -4%.
Screening CCS(=O)(=O)NCCc1csc2nc(-c3ccc(OC)cc3)nn12 returned DT40 TDP1 no CPT inconclusive and TDP1 block 5%.
`CCCC(=O)Nc1c(O)c2ccccc2[nH]c1=O` gave DT40 TDP1 no CPT -2%, N370S GC mod -1% and TDP1 block 0%.
Screening O=c1cc(-c2ccccc2)nc(SCc2nc(-c3ccc(Cl)cc3)no2)[nH]1 returned DT40 TDP1 no CPT -8% and TDP1 block 5%.
For Cc1onc(-c2c(Cl)cccc2Cl)c1C(O)c1ccc(F)cc1 (stereo not drawn) the results were DT40 TDP1 no CPT -12% and N370S GC mod -1%.
`O=c1[nH]c(=O)n(-c2ccc(F)cc2)c2c1C(C(F)(F)F)(C(F)(F)F)N=C(c1ccc(F)cc1)N2` gave DT40 TDP1 no CPT 3.3µM*, N370S GC mod -6% and TDP1 block 4%.
Screening COc1cc(/C=N/NC(=O)c2nnn(-c3nonc3N)c2C(C)C)ccc1OCc1ccccc1 returned DT40 TDP1 no CPT 21µM*, N370S GC mod 14% and TDP1 block 2%.
O=C(O)c1cccc2c1C(=O)N(Cc1ccccc1)C2 was read as DT40 TDP1 no CPT 10% and N370S GC mod -6%.
`CCCCN(C)C(=O)c1nc2ccccn2c1CNCCCn1ncc2ccccc21` gave DT40 TDP1 no CPT inconclusive and N370S GC mod -3%.
Screening CC(=O)c1c(C)[nH]c(C(=O)OCC(=O)N2CCN(S(=O)(=O)c3ccc(C)cc3)CC2)c1C returned DT40 TDP1 no CPT inconclusive and TDP1 block 2%.
`CCn1cc(C(=O)Nc2ccc(OC)c(OC)c2)c2cc(OC)c(OC)cc2c1=O` gave DT40 TDP1 no CPT inconclusive and TDP1 block -2%.
For O=C(CN1CCCCC1)Nc1cccc(Cl)c1 the results were DT40 TDP1 no CPT -4%, N370S GC mod -4% and TDP1 block 1%.
Screening Cc1nn(CC(O)COc2ccc3c(c2)CCC3)c(C)c1C (stereo not drawn) returned DT40 TDP1 no CPT 21µM*, N370S GC mod -11% and TDP1 block -5%.
CCN(c1ccc(NC(=O)COC(=O)c2ccc(C)c(S(=O)(=O)N3CCOCC3)c2)cc1)C(C)C was read as DT40 TDP1 no CPT -16%, N370S GC mod -9% and TDP1 block 3%.
Screening COC(=O)c1cn(CCC#N)nc1-c1ccc2ccccc2c1 returned DT40 TDP1 no CPT -3% and N370S GC mod -3%.
COCCn1c(C)cc(O)c(C(c2ccccc2)N2CCN(c3ccccc3F)CC2)c1=O (stereo not drawn) was read as DT40 TDP1 no CPT -1% and TDP1 block -3%.
Screening COc1ccc(CCNC(=O)COC(=O)CCC(=O)c2ccc(F)cc2)cc1OC returned DT40 TDP1 no CPT -1%, N370S GC mod -5% and TDP1 block 1%.
`Cc1cc(C)c(S(=O)(=O)O)c(C)n1` gave DT40 TDP1 no CPT 1%, N370S GC mod 1% and TDP1 block 2%.
`O=C(CCc1nnc(CCCCc2ccccc2)o1)NCc1cc(F)ccc1F` gave DT40 TDP1 no CPT inconclusive, N370S GC mod 8% and TDP1 block -3%.
`CC1Cc2ccccc2N1Cc1nc2cc(Cl)ccc2c(=O)[nH]1` (stereo not drawn) gave DT40 TDP1 no CPT inconclusive, N370S GC mod 0% and TDP1 block 7%.
Screening Cc1ccc(C)c(-n2c(N)c(C#N)c3nc4ccccc4nc32)c1 returned DT40 TDP1 no CPT -16% and TDP1 block 1%[12.3 µM].
For CC(=O)Nc1cc([N+](=O)[O-])ccc1N1CCOCC1 the results were DT40 TDP1 no CPT 2%, N370S GC mod -17% and TDP1 block 3%.
Screening CC1CC(C)CN(CCCn2c(=S)[nH]c3ccccc3c2=O)C1 (stereo not drawn) returned DT40 TDP1 no CPT inconclusive, N370S GC mod -3% and TDP1 block 4%.
`COc1cc(-c2nnc(NC(=O)CS(=O)(=O)c3ccc(F)cc3)o2)cc(OC)c1OC` gave DT40 TDP1 no CPT 7%, N370S GC mod 0% and TDP1 block 1%.
Screening CCc1ccccc1NC(=O)CCS(=O)(=O)c1ccc(C)cc1 returned DT40 TDP1 no CPT 4% and N370S GC mod -8%.
Screening CCOC(=O)c1c(NC(=O)CCN2C(=O)c3ccccc3C2=O)sc(C(=O)OC(C)C)c1C returned DT40 TDP1 no CPT -30%, N370S GC mod 0% and TDP1 block 3%.
For OCC1CCCCN1CCNCc1cn[nH]c1-c1cccc2ccccc12 (stereo not drawn) the results were DT40 TDP1 no CPT 16% and N370S GC mod -1%.
O=c1[nH][nH]c(=O)c2c(NS(=O)(=O)c3ccccc3)cccc12 was read as DT40 TDP1 no CPT -14%, N370S GC mod 19% and TDP1 block -5%.
`CN(C1CCS(=O)(=O)C1)S(=O)(=O)c1ccc(N2CCCC2=O)cc1` (stereo not drawn) gave DT40 TDP1 no CPT -22%, N370S GC mod 3% and TDP1 block 2%.
For O=[N+]([O-])c1cccc(N/N=C/c2cc([N+](=O)[O-])ccc2O)c1 the results were DT40 TDP1 no CPT inconclusive, N370S GC mod -4% and TDP1 block 4%.
CC(OC(=O)c1ccc(NC(=O)CC#N)cc1)C(=O)Nc1ccc2c(c1)OCCO2 (stereo not drawn) was read as DT40 TDP1 no CPT -11% and N370S GC mod -6%.
`O=C(CN1C2=NCCN2c2ccccc21)N1CCOCC1` gave DT40 TDP1 no CPT 0%, N370S GC mod 11% and TDP1 block 5%.
O=C(NC1CCCCCCC1)c1ccco1 was read as DT40 TDP1 no CPT -11%, N370S GC mod 8% and TDP1 block -2%.
Screening COCCn1c(=NC(=O)CSC(C)=O)sc2cc(OC)ccc21 returned DT40 TDP1 no CPT inconclusive, N370S GC mod -15% and TDP1 block 2%.
Cc1csc(NC(=O)CCc2c(C)nc3cc(-c4cccc(F)c4)nn3c2C)n1 was read as DT40 TDP1 no CPT 21µM*, N370S GC mod -13% and TDP1 block -1%.
`COc1ccc(N2CCN(C(=O)c3ccc(S(=O)(=O)NCc4ccco4)cc3)CC2)cc1` gave DT40 TDP1 no CPT -21% and TDP1 block 4%.
`O=C(Nc1nc(-c2ccncc2)cs1)c1ccc(S(=O)(=O)N2CCOCC2)cc1` gave DT40 TDP1 no CPT inconclusive, N370S GC mod -27% and TDP1 block -2%.
`CC(CN(C)Cc1ccccc1)OC(=O)c1ccc2c(c1)OCCO2` (stereo not drawn) gave DT40 TDP1 no CPT 0%, N370S GC mod -5% and TDP1 block 3%.

Screening results: PubChem, National Center for Advancing Translational Sciences (NCATS)
